Tau fluor counter: Counterscreen qHTS for Inhibitors of Tau Fibril Formation, Fluorescence Polarization | tau K18 P301L (four-repeat tau fragment) Alexa594 fluorescence, heparin fibrillization | Potency, µM (top dose mostly 57.7 µM), for the others: top-dose activity change, negative = decrease | 0.93% of 280,000 active | AID 1463, 2008; further: potency means the concentration at half of the fitted maximal effect; on the % scale 0 is the no-effect control and ±100 the full control effect; nearly all actives have a fitted effect of over 55% in size
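Human K18 P301L tau (15 uM unlabeled plus 0.24 uM Alexa 594-labeled, final) in 100 mM sodium acetate pH 7 was mixed with compound and 20 uM heparin and incubated 6 hr at 37 C.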
Tau FP inhib: qHTS for Inhibitors of Tau Fibril Formation, Fluorescence Polarization; Microtubule-associated protein tau (Homo sapiens), P10636; K18 P301L tau heparin fibrillization, Alexa594 FP, 6 h; Potency, µM (doses to about 57.7 µM), inactives show at the highest dose activity, negative = inhibition, usual class: inhibitors; 0.39% of 280,000 active; AID 1468, 2008; further: potency means the concentration at half of the fitted maximal effect; on the % scale 0 is the no-effect control and ±100 the full control effect; nearly all actives have a fitted effect of over 55% in size
Target sequence (P10636 561-689 P618L limits assumed): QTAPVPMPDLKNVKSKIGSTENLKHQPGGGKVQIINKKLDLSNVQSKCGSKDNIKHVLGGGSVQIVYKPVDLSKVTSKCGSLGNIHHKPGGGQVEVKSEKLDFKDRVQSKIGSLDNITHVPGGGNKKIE
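K18 P301L tau (15 uM unlabeled/0.24 uM Alexa 594-labeled, final) + compound + heparin 20 uM final; 100 mM NaOAc pH 7; 6 hr 37 C; ThT 30 uM final added, 1 hr RT; FP ex 555/em 632 nm.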
CBFb RUNX1 block: qHTS Assay for Compounds Blocking the Interaction Between CBF-beta and RUNX1 for the Treatment of Acute Myeloid Leukemia; Runt-related transcription factor 1 (Homo sapiens) + Core-binding factor subunit beta …; AlphaScreen CBFb-His/RUNX1-biotin binding, biochemical; Potency, µM (series often up to 59.8 µM), inactives show at the highest dose activity, negative = inhibition, usual class: inhibitors; 230,000 tested, under 10 active; further: % of control where 0% means no effect
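CBFb-His/RUNX1-biotin, 30 nM each, preincubated 20 min RT; compound 15 min RT; Ni + streptavidin beads 50 ng each, 90 min RT; AlphaScreen read.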
TR SRC2 fluor cs: Total Fluorescence Counterscreen for Inhibitors of the Interaction of Thyroid Hormone Receptor and Steroid Receptor Coregulator 2. AID 1479, 2009. TRb/SRC2 Texas Red total fluorescence interference. 0.29% of 280,000 active. Potency, µM (series often up to 106 µM), for inactives: at the top dose fluorescence change, negative = quenching; active means well fitted curve in either direction with a large enough effect; inconclusive means small, poorly fitted or top-dose-only effect; further: potency means the concentration at half of the fitted maximal effect; on the % scale 0 is the no-effect control and ±100 the full control effect
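Human TRβ ligand-binding domain (0.6 uM) and Texas Red SRC2 peptide (20 nM) in Tris buffer with 1 uM T3 and 5% DMSO were incubated with pinned compound for 5 hr at ambient temperature. Total fluorescence was computed as S + 2P (555/632 nm).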
NPSR antagonist: qHTS Assay for Antagonists of the Neuropeptide S Receptor: cAMP Signal Transduction; Q6W5P4; CHO-NPSR cells, cAMP TR-FRET, antagonist mode; Potency, µM (highest dose often 38.3 µM), inactives show top-dose activity change, negative = inhibition, usual class: inhibitors; 1% of 220,000 active; AID 1461, 2008; further: potency means the concentration at half of the fitted maximal effect; on the % scale 0 is the no-effect control and ±100 the full control effect; nearly all actives have a fitted effect of over 50% in size; many of its hits are not listed in these tables
Epigenetic derep: Quantitative High-Throughput Screen for Regulators of Epigenetic Control; Potency, µM (highest dose often 53.9 µM), for the others: top-dose GFP activation, hits mostly activators; 0.2% of 280,000 active; AID 1865, 2009; murine LDR cells, GFP reporter derepression, 30 h; further: potency means the concentration at half of the fitted maximal effect; % of control where 0% means no effect; nearly all actives have a fitted effect of over 60% in size
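GFP-positive cell count by laser-scanning cytometry (objects 20–120 um) after 30 h, 37 C compound exposure of murine LDR cells; reporter is CMV-GFP integrated at a silenced locus, inducible by HDAC or DNMT inhibitors.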
GLA spleen mod: qHTS Assay for Inhibitors and Activators of Human alpha-Galactosidase From Spleen Homogenate; 0.008% of 240,000 active; Potency, µM (doses to about 80 µM), inactives show at the highest dose activity change, negative = inhibition, most hits filed as inhibitors; Alpha-galactosidase A (Homo sapiens), P06280; human spleen homogenate, 4MU-alpha-Gal fluorescence, 40 min;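 further: potency means the concentration at half of the fitted maximal effect; 0% = enzyme with vehicle and -100% = no enzyme basal signal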
Target sequence (P06280 32-429 limits assumed): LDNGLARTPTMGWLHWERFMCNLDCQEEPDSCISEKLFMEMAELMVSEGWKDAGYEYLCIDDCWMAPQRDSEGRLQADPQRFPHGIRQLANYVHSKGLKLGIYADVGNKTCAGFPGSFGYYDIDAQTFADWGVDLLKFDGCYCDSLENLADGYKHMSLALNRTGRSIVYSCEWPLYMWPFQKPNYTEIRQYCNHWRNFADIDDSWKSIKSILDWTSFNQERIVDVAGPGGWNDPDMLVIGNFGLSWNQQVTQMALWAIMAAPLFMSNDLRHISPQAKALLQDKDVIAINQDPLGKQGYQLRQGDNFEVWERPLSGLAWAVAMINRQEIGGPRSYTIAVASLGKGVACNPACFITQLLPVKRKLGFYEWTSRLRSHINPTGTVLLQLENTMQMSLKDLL
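qHTS titration in buffer at pH 5.0. Alpha-galactosidase activity in spleen homogenate was measured via 4-methylumbelliferone release from 1 mM fluorogenic substrate after 40 min at 37C and a pH 10 stop. AC50 came from Hill fits of control-normalized data.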
TRb-SRC2 inh: qHTS for Inhibitors of the Interaction of Thyroid Hormone Receptor and Steroid Receptor Coregulator 2; Thyroid hormone receptor beta (Homo sapiens), P10828; TRbeta-SRC2 peptide binding, fluorescence polarization; receptor liganded with 1 µM T3; Potency, µM (doses to about 106 µM), for inactives: top-dose activity change, negative = inhibition, most hits filed as inhibitors; 0.065% of 280,000 active;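 further: potency means the concentration at half of the fitted maximal effect; plate controls were bound peptide for no effect and peptide without receptor for full effect; nearly all actives have a fitted effect of over 50% in size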
Target sequence (P10828 whole entry, looked up): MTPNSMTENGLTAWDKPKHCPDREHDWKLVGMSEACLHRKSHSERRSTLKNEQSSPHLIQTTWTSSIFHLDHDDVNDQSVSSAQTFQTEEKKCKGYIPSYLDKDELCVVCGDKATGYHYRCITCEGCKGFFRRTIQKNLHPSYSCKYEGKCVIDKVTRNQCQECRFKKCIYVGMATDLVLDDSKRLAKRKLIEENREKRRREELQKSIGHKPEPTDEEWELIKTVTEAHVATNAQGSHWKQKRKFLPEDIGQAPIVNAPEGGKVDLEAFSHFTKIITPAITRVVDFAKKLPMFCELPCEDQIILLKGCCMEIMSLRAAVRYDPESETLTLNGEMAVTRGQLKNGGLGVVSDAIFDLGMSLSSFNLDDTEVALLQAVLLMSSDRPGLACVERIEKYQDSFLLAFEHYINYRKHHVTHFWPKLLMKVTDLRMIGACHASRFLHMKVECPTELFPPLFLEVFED
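TRb LBD 0.6 uM + Texas Red SRC2 peptide 20 nM, 1 uM T3, Tris buffer w/ 5% DMSO; compound pinned, 5 h RT; FP read ex 555/em 632; normalized to unbound and bound controls.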
Starred values were filed as active, the others as inactive; u = inconclusive; x = no result given; & = joins results of further samples; [ ] = another dose, or the depositor's remark. Unless noted, the call rests on the fitted dose curve; in most records, active means well fitted curve in the direction sought with a large enough effect; inconclusive means small, poorly fitted or top-dose-only effect, or another doubt; inactive means no such curve, though single readings can be large; an effect the other way counts as inactive or inconclusive. Not all compounds are listed (hit frequency here may not be typical).

1: Cc1nc(-c2cccc(NS(=O)(=O)c3ccc4ccccc4c3)c2)cs1
2: COc1ccc([N+](=O)[O-])cc1NC(=O)CCN1CCN(CCO)CC1
3: COC(=O)/C(=N/Nc1ccccc1OC)N1CCCc2ccccc21
4: COc1ccccc1NC(=O)CC(c1ccc(OC(C)C)cc1)c1ccccc1OC (stereo not given)
5: Cc1cccc(C)c1NC(=O)C(C)c1ccc(-c2ccccc2)c(F)c1 (stereo not given)
6: Cc1ccc(N(Cc2ccc([N+](=O)[O-])cc2)C(=O)c2ccco2)cc1

compound no. | 1 | 2 | 3 | 4 | 5 | 6
Tau fluor counter | u | -2% | -29% | 10% | -4% | -7%
Tau FP inhib | u | 3% | -6% | 4% | 4% | -4%
CBFb RUNX1 block | -8% | 6% | -4% | 2% | 10% | -11%
TR SRC2 fluor cs | 1% | -3% | 0% | 1% | 0% | -3%
NPSR antagonist | -15%[46.1 µM] | 12% | 48% | -30% | u | -25%[46.1 µM]
Epigenetic derep | -0.9% | -1.9% | 7.7% | -3.0% | -0.7% | -1.3%
GLA spleen mod | -11% | -9% | -2% | 6% | -6% | 4%
TRb-SRC2 inh | -7% | 4% | 6% | -2% | 7% | -4%

Screen by screen, as entered above.
Entries 2 to 5 in TRb-SRC2 inh: 4%, 6%, -2%, 7%
Entries 2 to 5 in GLA spleen mod: -9%, -2%, 6%, -6%

The results go on.
7: CC(C)(C)C(=O)O/N=C(\N)Cc1ccc(-c2csnn2)cc1
8: CCCCC(=O)NC(=S)NNC(=O)CC
9: COc1ccc(CCNC(=O)c2c(-c3ccccc3)noc2C)cc1OC
10: CC(=O)Nc1ccc(S(=O)(=O)Nc2ccc(-c3cn4c(C)csc4n3)cc2)cc1
11: COc1ccc2cc(C(=O)Nc3ccc(O)cc3)sc(=O)c2c1OC
12: O=C(CSc1ncc2c(n1)-c1ccc(Cl)cc1N(Cc1ccccc1)S2(=O)=O)Nc1ccccc1C(F)(F)F

compound no. | 7 | 8 | 9 | 10 | 11 | 12
Tau fluor counter | -11% | -6% | -4% | u | u | -20%
Tau FP inhib | -1% | -8% | -1% | -4% | 12% | -13%
CBFb RUNX1 block | 11% | 14% | -7% | x | -5% | x
TR SRC2 fluor cs | -1% | -2% | -5% | 0% | -4% | -1%
NPSR antagonist | -23% | -5%[46.1 µM] | -1%[46.1 µM] | x | -13% | x
Epigenetic derep | 1.6% | -1.2% | 2.0% | -0.2% | -3.0% | -0.8%
GLA spleen mod | 3% | 3% | -11% | x | 7% | x
TRb-SRC2 inh | 3% | -7% | 4% | 3% | -8% | 1%

13: CCOC(=O)Cc1csc(NC(=O)c2c(-c3ccccc3)noc2C)n1
14: O=C(CC1N=C2c3ccccc3N=C(SCc3ccc(F)cc3)N2C1=O)NCCc1ccccc1 (stereo not given)
15: COc1cc(C(=O)O/N=C(\N)c2ccccn2)cc(OC)c1OC
16: CN1CCc2c(OCC(=O)N3N=C(c4cccs4)CC3c3ccc(F)cc3)cccc2C1=O (stereo not given)
17: COc1ccccc1NC(=O)c1c(NC(=O)Cc2ccccc2)sc2c1CCC(C(C)(C)C)C2 (stereo not given)
18: Cc1oc2cc(O)ccc2c(=O)c1Oc1ccccc1

compound no. | 13 | 14 | 15 | 16 | 17 | 18
Tau fluor counter | -5% | -10% | -1% | -1% | -9% | 0%
Tau FP inhib | -2% | 5% | 4% | 2% | -7% | -4%
CBFb RUNX1 block | 6% | x | 10% | -8% | x | 0%
TR SRC2 fluor cs | -6% | 0% | 0% | 2% | 1% | 1%[53 µM]
NPSR antagonist | -14%[46.1 µM] | x | 11% | -25% | x | -9%[46.1 µM]
Epigenetic derep | 2.0% | -1.3% | 1.0% | -1.0% | -1.6% | -1.1%
GLA spleen mod | 2% | x | 9% | -8% | x | u
TRb-SRC2 inh | -3% | -5% | -4% | 14% | 4% | -18%[53 µM]

19: Brc1ccc(-c2csc(N3CCOCC3)n2)cc1
20: O=C(NCc1ccco1)/C(=C\C=C\c1ccccc1)NC(=O)c1ccccc1Br
21: CCOC(=O)C1CCN(C(=O)c2ccccc2NS(=O)(=O)c2cc(C)ccc2C)CC1
22: CCOc1ccc2c(c1)sc(=NC(=O)C1CC1)n2C
23: COC(=O)c1c(NC(=O)C2CCCCC2C(=O)O)sc2c1CCCCC2 (stereo not given)
24: COC(=O)Cc1ccc(N(Cc2ccccc2F)S(=O)(=O)c2ccc(Br)cc2)cc1

compound no. | 19 | 20 | 21 | 22 | 23 | 24
Tau fluor counter | -28% | u | -5% | -6% | 3% | -24%
Tau FP inhib | 8% | -4% | 2% | u | 1% | -3%
CBFb RUNX1 block | 4% | u | -1% | 6% | -3% | 4%
TR SRC2 fluor cs | -4% | -5% | 5% | -3% | -4% | -4%
NPSR antagonist | -7% | -57% | -3% | -31%[46.1 µM] | -39% | -42%
Epigenetic derep | 0.0% | 4.3% | -0.1% | -0.7% | -1.3% | 11%
GLA spleen mod | -4% | -11% | -2% | 1% | -3% | -6%
TRb-SRC2 inh | -1% | -2% | 0% | -17% | -8% | 1%

25: Cc1cccc(C)c1Nc1nc2ccccc2nc1NS(=O)(=O)c1ccccc1
26: COc1ccc(NC(=O)c2c(Cl)nc3ccccn23)cc1
27: O=C(O)c1cccc(-n2cccc2/C=C2/NC(=O)N(Cc3ccccc3F)C2=O)c1
28: Cc1nc(-c2ccc(F)cc2)sc1CCNC(=O)C(=O)Nc1ccc2c(c1)OCCO2
29: O=S(=O)(CC(O)COc1ccc(Br)cc1)c1ccccc1 (stereo not given)
30: Cc1ccccc1OCC(=O)NNC(=S)NC(=O)c1ccccc1[N+](=O)[O-]

compound no. | 25 | 26 | 27 | 28 | 29 | 30
Tau fluor counter | -8% | -11% | -8% | -9% | -2% | -4%
Tau FP inhib | 13% | 3% | -2% | 3% | 11% | 5%
CBFb RUNX1 block | x | -7% | u | x | 7% | -15%
TR SRC2 fluor cs | -4% | -5% | 12% | 1% | -4% | 0%
NPSR antagonist | x | -1% | -25% | x | 10% | 8%
Epigenetic derep | 0.9% | -1.4% | 3.5% | 0.0% | 0.0% | -1.1%
GLA spleen mod | x | -6% | -5% | x | 1% | 0%
TRb-SRC2 inh | 12% | -7% | -6% | 0% | -2% | -1%

Profiles as entered above. Values in the order: Tau fluor counter | Tau FP inhib | CBFb RUNX1 block | TR SRC2 fluor cs | NPSR antagonist | Epigenetic derep | GLA spleen mod | TRb-SRC2 inh
`O=S(=O)(CC(O)COc1ccc(Br)cc1)c1ccccc1` (stereo not given) reads -2% | 11% | 7% | -4% | 10% | 0.0% | 1% | -2%
`Cc1ccccc1OCC(=O)NNC(=S)NC(=O)c1ccccc1[N+](=O)[O-]` reads -4% | 5% | -15% | 0% | 8% | -1.1% | 0% | -1%
`Cc1nc(-c2ccc(F)cc2)sc1CCNC(=O)C(=O)Nc1ccc2c(c1)OCCO2` reads -9% | 3% | x | 1% | x | 0.0% | x | 0%

Next section
31: O=S(=O)(Nc1ccc(N2CCCCC2)cc1)c1ccc(F)cc1
32: O=C1C2CCCN2c2ccc(S(=O)(=O)N3CCOCC3)cc2N1Cc1cccc(C(F)(F)F)c1 (stereo not given)
33: COC(=O)C1=C(C)Nc2nc(SCc3ccccc3)[nH]c(=O)c2C1c1cccs1 (stereo not given)
34: COc1cccc(NC2SC(=O)N(c3ccccc3)C2=O)c1 (stereo not given)
35: CCC(C)Oc1cccc(OCCCCN2C(=O)NC(C)(C)C2=O)c1 (stereo not given)
36: COC(=O)[C@@H](N)CSC/C=C(\C)CC/C=C(\C)CCC=C(C)C

compound no. | 31 | 32 | 33 | 34 | 35 | 36
Tau fluor counter | u | -5% | -7% | -4% | -4% | -3%&-15%&-15%
Tau FP inhib | u | -1% | -7% | 8% | 10% | 5%&-6%&-8%
CBFb RUNX1 block | -27% | -2% | -9%[2.36 µM] | -1% | 14% | 13%&16%&3%
TR SRC2 fluor cs | -2% | 14% | 1% | 0% | 1% | 1%&-1%&0%
NPSR antagonist | 11% | -11%[46.1 µM] | -20% | 3% | -14%[46.1 µM] | x
Epigenetic derep | -0.3% | -1.0% | 2.7% | -1.0% | -7.9% | 1.1%&1.1%&1.1%
GLA spleen mod | 1% | -3% | 4% | -3% | 10% | 5%&9%&0%
TRb-SRC2 inh | -1% | 13% | 5% | -5% | -3% | 0%&-5%&-5%

37: COc1ccc(CNC(=O)c2nn(C)c3c2CSc2ccccc2-3)cc1
38: O=C(Nc1ccc(Cl)cc1)c1csc(Cc2ccccc2)n1
39: COc1cc2ncc3c(-c4ccc(C)cc4)nn(-c4ccc(F)cc4F)c3c2cc1OC
40: COc1ccc(NC(=O)CCC(=O)OCC(=O)c2ccc(Oc3ccc([N+](=O)[O-])cc3)cc2)cc1
41: CC1(CCc2ccccc2)NC(=S)N(c2ccccc2)N1 (stereo not given)
42: COc1ccc2c(C)cc(SCc3c(C)noc3C)nc2c1

compound no. | 37 | 38 | 39 | 40 | 41 | 42
Tau fluor counter | -2% | -15% | -21% | -5% | -3% | -19%
Tau FP inhib | 1% | -4% | u | 6% | 3% | -8%
CBFb RUNX1 block | x | u | x | 4% | -6% | u
TR SRC2 fluor cs | 1% | 0% | 1% | -8% | -3% | -1%
NPSR antagonist | x | -2% | x | 6% | -5% | -34%[46.1 µM]
Epigenetic derep | 1.1% | -2.5% | -2.5% | -1.1% | 1.1% | 4.4%
GLA spleen mod | x | 6% | x | 1% | -3% | 5%
TRb-SRC2 inh | 3% | -3% | 0% | 1% | -6% | 1%

From PubChem BioAssay
